# Assay outcomes deposited in PubChem by Sanford-Burnham Center for Chemical Genomics.
# SENP6 block = SENP6 protease inhibitors, primary screen, biochemical, luminescence, uHTS. Recombinant SENP6 catalytic domain, aminoluciferin luminescence. 330,000 tested, 1.8% active. Sentrin-specific protease 6 (Homo sapiens), Q9GZR1. inhibition, % at 10 µM;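 active = inhibition above about 50% at the single tested dose, limit read from the data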;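 note: plate controls were DMSO wells with enzyme for no effect and DMSO wells lacking enzyme for full effect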
# Target sequence (Q9GZR1 628-1112 limits assumed): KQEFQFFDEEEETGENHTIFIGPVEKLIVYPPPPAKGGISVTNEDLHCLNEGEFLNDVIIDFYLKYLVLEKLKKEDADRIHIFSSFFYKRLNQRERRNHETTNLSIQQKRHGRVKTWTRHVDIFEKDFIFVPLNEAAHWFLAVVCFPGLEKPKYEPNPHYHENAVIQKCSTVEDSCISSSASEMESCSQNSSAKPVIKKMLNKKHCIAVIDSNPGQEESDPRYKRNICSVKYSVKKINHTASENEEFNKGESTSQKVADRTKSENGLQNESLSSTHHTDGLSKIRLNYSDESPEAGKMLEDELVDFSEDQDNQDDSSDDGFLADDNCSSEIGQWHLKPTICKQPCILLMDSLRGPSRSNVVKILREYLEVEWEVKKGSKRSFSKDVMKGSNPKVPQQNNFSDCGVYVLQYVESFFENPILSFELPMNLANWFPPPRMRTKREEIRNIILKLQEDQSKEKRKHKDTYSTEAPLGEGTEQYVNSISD
# ATG4B inhibitor = ATG4B protease inhibitors, primary screen, biochemical, fluorescence, uHTS. Cysteine protease ATG4B (Homo sapiens), Q9Y4P1. ATG4B cleavage of LC3-PLA2, NBD-HPC fluorescence, 1 h. inhibition, % at 8.33 µM. 340,000 tested, 0.51% active. AID 504462, 2011; in the data active = inhibition above about 40%
# Target sequence (Q9Y4P1 whole entry, looked up): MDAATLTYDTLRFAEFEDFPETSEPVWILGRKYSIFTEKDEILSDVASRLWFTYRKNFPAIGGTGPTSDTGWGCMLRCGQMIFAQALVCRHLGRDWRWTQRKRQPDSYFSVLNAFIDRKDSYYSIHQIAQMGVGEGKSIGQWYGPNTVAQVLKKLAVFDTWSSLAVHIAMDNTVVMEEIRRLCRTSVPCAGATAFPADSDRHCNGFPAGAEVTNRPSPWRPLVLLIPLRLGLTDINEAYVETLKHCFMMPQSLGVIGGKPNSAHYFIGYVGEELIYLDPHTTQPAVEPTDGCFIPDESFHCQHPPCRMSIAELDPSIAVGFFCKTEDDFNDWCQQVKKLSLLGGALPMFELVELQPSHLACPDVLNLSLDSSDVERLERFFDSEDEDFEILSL
# MPTP inh = mitochondrial permeability transition pore inhibitors, primary screen, biochemical, isolated mouse mitochondria, absorbance. inhibition, % at 10 µM. Ca2+ swelling absorbance, 30 min. 360,000 tested, 1.4% active. AID 602449, 2012;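 active = inhibition of 50% or more, scaled per plate between neutral and stimulator controls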;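 note: 0% = DMSO wells given calcium and 100% = 1 mM EGTA wells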
# GRIN3A LBD mod = binders of NR3A ligand-binding domain, primary screen, biophysical, differential scanning fluorimetry, uHTS. Tm shift relative to glycine control, % at 25 µM. NR3A LBD differential scanning fluorimetry, Tm shift; 0% = protein alone, 100% = glycine-bound protein. 340,000 tested, 2.5% active. Glutamate receptor ionotropic, NMDA 3A (GRIN3A) ligand-binding domain;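 active = melting temperature shift of at least 10% of the positive control shift, at one fixed dose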
# hIAP activ = human IAP activators, primary screen, biochemical, luminescence, uHTS. purified human IAP, CDP-Star luminescence, 30 min; active compounds read high; 1 = vehicle-only enzyme, 0 = enzyme-free background. 330,000 tested, 0.16% active. activation factor at 10 µM. Intestinal-type alkaline phosphatase (Homo sapiens), P09923;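 active = activation factor of the enzyme at least 2-fold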; note: the source names both 10 and 20 µM as test concentration; values of inactives mirror those of a sister screen read the other way
# PfGluPho inh = PfG6PD enzyme inhibitors, primary screen, biochemical, fluorescence intensity, uHTS. glucose-6-phosphate dehydrogenase-6-phosphogluconolactonase (Plasmodium falciparum 3D7). PfGluPho enzyme, NADPH resazurin-diaphorase fluorescence. inhibition, % at 20 µM. 350,000 tested, 0.78% active;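 active = inhibition reaching at least a set limit at 20 µM in the primary screen, cut at about 59% in these data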;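 note: 0% = DMSO wells with substrate and 100% = DMSO wells lacking glucose-6-phosphate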
# SENP8 block = human SENP8 protease inhibitors, primary screen, biochemical, fluorescence, Nedd8 protein substrate, uHTS | recombinant SENP8 | inhibition, % at 20 µM | 360,000 tested, 0.64% active; in the data active = inhibition mostly above about 40%, no sharp cut-off; inactive = mostly below about 27%
# Target sequence (Q96LD8 whole entry, looked up): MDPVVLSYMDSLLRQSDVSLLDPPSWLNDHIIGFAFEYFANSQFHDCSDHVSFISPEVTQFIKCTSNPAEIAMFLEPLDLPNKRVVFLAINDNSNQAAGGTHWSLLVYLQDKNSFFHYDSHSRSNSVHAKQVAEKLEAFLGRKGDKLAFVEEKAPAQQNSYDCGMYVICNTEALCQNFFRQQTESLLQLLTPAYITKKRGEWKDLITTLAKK
# SENP1 inh = human SENP1 catalytic domain inhibitors, primary screen, biochemical, FRET, uHTS. Sentrin-specific protease 1 (Homo sapiens), Q9P0U3. recombinant SENP1 catalytic domain, CyPet-SUMO1-YPet FRET cleavage. inhibition, % at 10 µM. 360,000 tested, 0.21% active. AID 624204, 2012;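 active = inhibition at least 30% at 10 µM, raw YFP signal under a set limit, fluorescence ratio 0.5 to 1.5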;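 note: 0% = enzyme with DMSO and 100% = no enzyme wells; some results filed as inactive read as strong as hits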
#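 Material – human SENP1 catalytic domain · Input – SENP1 enzyme, 20 pM final · Compound dosing – single concentration of 10 µM compound, 0.5% DMSO final · Timing – enzyme reaction for 50 min at room temperature, dark · Measured by – FRET fluorescence in CFP and YFP emission channels · Control set – no-enzyme wells low, DMSO-plus-enzyme wells high control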
# * hit, by the source's call; nt = not tested or not shown; & = joins results of further samples.
SMILES,SENP6 block,ATG4B inhibitor,MPTP inh,GRIN3A LBD mod,hIAP activ,PfGluPho inh,SENP8 block,SENP1 inh
Cc1ccc(S(=O)(=O)C2(C(=O)Nc3nccs3)CC2)cc1,-4,-13,-0.3,0,1,10,7,-3
CNC(=O)COC(=O)c1cc(SC)ccc1Cl,5,-4,0.8,1,1.1,3,-158,0
Cc1ccc(NC(=O)NC2CCCc3ccccc32)cc1 (configuration not stated),-3,7,-1.1,-1,0.96,-3,2,0
Cc1ccc(/C=N/NC(=S)Nc2cccc(S(=O)(=O)N(C)C)c2)o1,0,-5,2.5,0,1.1,5,-26,-4
C=CCN1c2ccccc2[C@]23C[C@@H](C(=O)OC)N(C(=O)CC(C)C)C2=NC(C(=O)OC)=C(C(=O)OC)[C@H]13,1,-6,0.6,-1,1.1,17,13,1
COc1ccc(NC(=O)c2cc(S(=O)(=O)N3CCCC3)cn2C)cc1Cl,0,-13,0.6,-1,0.96,6,10,4
O=C(CNC(=O)c1cccs1)Nc1ccncc1,-12,5,-0.3,0,0.94,2,10,0
COc1cc(/C=C/C(=O)O)ccc1OS(=O)(=O)c1ccc(C)cc1,-12,-4,-0.9,-2,1,-32,8,0
COc1cc(/C=C2\SC(N)=NC2=O)cc(Br)c1O,-6,-6,0.4,0,0.95,24,-45,-26
O=S(=O)(Nc1ccc(S(=O)(=O)N2CCCC2)cc1)c1ccc(F)cc1F,4,1,-1.1,1,0.96,-30,14,0
COc1cccc2cc(-c3nnc(SCC(=O)Nc4cc(C(F)(F)F)ccc4Cl)n3N)oc12,-4,-1,3.2,11*,1,5,3,0
CC(C)(C)NC(=O)/C=C/c1cccc(C(F)(F)F)c1,-6,2,1.8,1,0.97,10,10,3
CCOC(=O)c1ccc2[nH]c(C)c(C)c2c1,6,-17,0.3,-1,0.94,41,-10,-3
COC(=O)c1nnn(-c2nc(N(C)C)nc(N(C)C)n2)c1C,-20,-3,0.2,-4,1.2,-2,4,1
CCn1c2ccc(C)cc2c2nnc(SCCN3CCCCC3)nc21,4,-6,-0.4,-2,0.96,18,24,2
O=C(Nc1cc(S(=O)(=O)N2CCOCC2)ccc1O)c1ccc2c(c1)S(=O)(=O)c1ccccc1C2=O,8,-27,4.2,6,1.2,36,21,4
CC(C)Nc1ncnc2c1nnn2Cc1ccccc1,-5,-15,0.1,-1,0.91,-5,20,1
CC(=O)Nc1ccc(Nc2nc(-c3ccccc3)nc3ccccc23)cc1,-16,-25,1.6,12*,1.3,-3,-351,-2
CCCCN(C(=O)c1nn(C)c(=O)c2ccccc12)c1c(N)n(CC(C)C)c(=O)[nH]c1=O,5,-3,-0.2,2,0.95,-12,5,-1
Cc1cccc(-c2nc(CS(=O)CC(=O)N3CCCCC3)c(C)o2)c1 (configuration not stated),-12,8,-2.1,2,1,11,9,0
CC(C)OC(=O)c1cccc(C(=O)O)n1,-12,-2,0.1,0,0.96,4,25,2
CCOC(=O)C1(Cc2cccc(OC)c2)CCCN(C(=O)c2cc(C)oc2C)C1 (configuration not stated),4,1,-2.1,-1,1.2,1,5,-1
CN(N)C(=S)NCc1ccccc1,-1,-2,-0.6,-4,1.2,-17,3,-2
CCC1Oc2ccc(C)cc2N(CC(=O)N(Cc2ccc3c(c2)OCO3)CC2CCCO2)C1=O (configuration not stated),11,-2,-1.3,-1,0.85,8,-1,0
NC(=S)n1[nH]c(-c2ccc([N+](=O)[O-])cc2)c(N=Nc2ccc(O)cc2)c1=O,-7,-4,8.4,27*,1.1,-3,34,12

# Brought forward from above: 4 entries, followed by the next part.
SMILES,SENP6 block,ATG4B inhibitor,MPTP inh,GRIN3A LBD mod,hIAP activ,PfGluPho inh,SENP8 block,SENP1 inh
CCOC(=O)C1(Cc2cccc(OC)c2)CCCN(C(=O)c2cc(C)oc2C)C1 (configuration not stated),4,1,-2.1,-1,1.2,1,5,-1
CN(N)C(=S)NCc1ccccc1,-1,-2,-0.6,-4,1.2,-17,3,-2
CCC1Oc2ccc(C)cc2N(CC(=O)N(Cc2ccc3c(c2)OCO3)CC2CCCO2)C1=O (configuration not stated),11,-2,-1.3,-1,0.85,8,-1,0
NC(=S)n1[nH]c(-c2ccc([N+](=O)[O-])cc2)c(N=Nc2ccc(O)cc2)c1=O,-7,-4,8.4,27*,1.1,-3,34,12
CC(=O)c1cccc(N2C(=NC(=O)CCc3ccccc3)SC3CS(=O)(=O)CC32)c1 (configuration not stated),-8,-13,0.4,4,1.1,-2,11,2
Nc1c(C(=O)O)ccc2c1C(=O)c1ccccc1C2=O,-9,1,9.0,0,0.72,-38,29,5
COCCn1c(C)cc(C(=O)COC(=O)CCS(=O)(=O)c2ccc(C)cc2)c1C,9,-13,-1.2,0,1.1,4,4,4
COc1ccc(/C=C/C(=O)Nc2ccc(-n3nncc3-c3ccccc3)cc2)cc1OC,-8,-20,0.9,-2,0.95,-13,-258,-27
CC1CCN(S(=O)(=O)c2ccc3c(c2)N(C)C(=O)CC(=O)N3C)CC1,13,-5,-0.5,0,1.1,29,9,-2
O=c1c2ccccc2ncn1-c1cccc(Br)c1,-50,5,0.5,0,1.1,10,17,2
O=C(Nc1cc(S(=O)(=O)N2CCOCC2)ccc1N1CCCCC1)c1ccccc1,-5,-9,-1.8,4,0.93,0,15,1
CN(C)C(=O)c1ccc(-c2cc3onc(-c4ccccc4)c3c(=O)n2C)cc1,19,6,4.8,1,1,-9,-23,2
CCC[C@H]1CC(=O)C=C(c2ccc(OC)cc2)ON1C(=O)OC(C)(C)C,nt,1,-1.3,-1,nt,21,-47,-12
N#Cc1ccsc1NC(=O)CSc1nnnn1-c1ccc(O)cc1,52*,-11,4.1,-4,0.98,-12,10,-10
Cc1cc(C(=O)N2CCCC(C(=O)c3cccc(C(F)(F)F)c3)C2)n[nH]1 (configuration not stated),5,11,0.2,0,1.3,-25,-17,1
Cn1cccc1/C=N/NC(=O)CSc1nc2ccccc2n1C,-4,-12,1.6,1,1.1,52,8,1
C=C(C1=CCN(S(=O)(=O)C(C)(C)C)[C@@H]1CCO)c1ccccc1,nt,1,0.6,1,nt,10,4,-4
COc1cccc(C2Nc3ccccc3C(=O)N2Cc2ccccc2)c1 (configuration not stated),0,-6,4.8,1,0.91,24,-468,0
O=C1CN(C(=O)c2ccco2)c2ccccc2N1,-14,-10,-2.8,2,1.1,6,-4,-5
CCCc1cc(N2CCCC(C(=O)Nc3ccc(OC)cc3OC)C2)n2ncnc2n1 (configuration not stated),2,-3,-0.3,0,0.97,6,22,-1
CCOc1ccc(/C=N/NC(=O)c2nnn(-c3nonc3N)c2-c2ccc(OCC)cc2)cc1,-7,-5,-0.6,2,0.81,-6,-34,4
CC(=O)Oc1cccc2c1C(=O)c1c(OC(C)=O)cc(C(=O)O)cc1C2=O,13,-2,-2.5,2,0.74,-7,-10,32
COc1ccccc1COC(=O)C(NC(=O)c1ccc(C)cc1)C(C)C (configuration not stated),7,0,-0.7,0,0.8,6,5,2
CC(=O)Nc1ccc(S(=O)(=O)NCCC(=O)OCC(=O)NC(C)c2ccc(Cl)cc2)cc1 (configuration not stated),nt,2,-0.8,-2,nt,2,3,0
Cc1ccc(OCCOC(=O)c2c(-c3ccccc3)noc2C)cc1,-20,6,0.2,4,1,4,13,-1
Cc1ccc(N(CC(=O)O)S(=O)(=O)c2cccc3nonc23)cc1,-3,3,0.8,0,1.1,-16,16,3
COc1cc(-c2nc3c4ccccc4nc(=S)n3[nH]2)cc(OC)c1OC,-10,-2,8.2,-7,1,36,10,-3
COc1ccc(S(=O)(=O)N2CCOCC2)cc1NC(=O)CCNC(=O)c1ccc(Cl)cc1,-3,-3,-2.0,-1,0.97,-3,2,0
COc1ccc(-c2cc(C(F)(F)F)n3ncc(C(=O)NCc4ccco4)c3n2)cc1,-23,-6,2.8,-11,1.1,7,-494,-16

# Later entries
SMILES,SENP6 block,ATG4B inhibitor,MPTP inh,GRIN3A LBD mod,hIAP activ,PfGluPho inh,SENP8 block,SENP1 inh
Cc1cccc(OCC(=O)NS(=O)(=O)c2ccc(Br)cc2)c1,10,4,-0.1,3,1.1,-34,-5,3
COCCCNC(=S)N1CCN(C)CC1,-31,1,1.2,0,1,-17,9,1
N#CCSc1nnc(Cc2ccc3c(c2)OCO3)o1,4,2,-1.0,-3,0.88,-6,-1,3
COc1ccc(NC(=O)CN(Cc2ccccc2)S(C)(=O)=O)c(OC)c1,1,-10,-0.9,-1,0.86,-7,10,1
CN1CCN(CC(=O)N2c3ccccc3C(C)(c3ccccc3)CC2(C)C)CC1 (configuration not stated),-6,-3,74*,-2,1.3,-5,22,2
CCCC(C)c1nnc(NC(=O)COc2ccc3c(c2)OCO3)s1 (configuration not stated),-6,-1,0.3,-1,0.86,3,6,2
CSC1=NCCN1C(=O)Cc1ccc(Cl)cc1,-4,-1,-0.6,1,1,-20,0,1
CC(=O)NN1C(=O)c2ccccc2NC1c1ccoc1 (configuration not stated),1,-10,-0.9,0,1,6,-447,-4
COc1ccc(NC(=O)COC(=O)CCCOc2ccc(Cl)cc2Cl)cc1,-17,20,0.6,27*,0.98,0,18,1
CCN(c1ccccc1)S(=O)(=O)c1ccc(Cl)c(C(=O)Nc2ccncc2)c1,nt,nt,1.4,nt,nt,-1,8,-3
CN(CCCC(=O)NCc1ccc2c(c1)OCO2)S(=O)(=O)c1ccc([N+](=O)[O-])cc1,-22,-1,0.5,1,1.3,-3,12,0
Cc1nc2c(c(=O)n1CCC(C)C)c1nc3ccccc3nc1n2CC1CCCO1 (configuration not stated),-13,11,2.7,-1,0.81,5,-432,-8
Cc1nn(-c2ccc(Br)cc2)c(=O)c2ccccc12,3,13,0.2,-2,0.89,-7,-18,2
CN(CC(=O)Nc1cccc(F)c1)C(=O)c1cc(-c2ccco2)nc2ccccc12,-41,13,0.7,0,0.89,30,-436,7
N/C(=N\OC(=O)CC1CCCCC1)c1ccc([N+](=O)[O-])cc1,0,2,1.0,0,0.95,-17,20,3
O=C(NCCCN1CCCC1)Nc1ccc(F)cc1,-3,1,0.1,-1,0.84,7,26,1
O=C(CSc1nnc(Cc2cccs2)n1-c1ccc(Cl)cc1)NCc1ccc2c(c1)OCO2,-12,-2,-1.3,3,1,-10,16,2
Cc1cccc(C(=O)OCC(=O)N2CCCC2=O)c1[N+](=O)[O-],0,3,-2.8,3,0.89,4,7,1
N#CC(c1ccc(Cl)nn1)c1c(F)cccc1Cl (configuration not stated),-1,2,-0.4,0,1.1,-3,-1,3
CC1(C)CC(NC(=O)c2ccc3c(c2)OCO3)CC(C)(C)N1,-29,0,-1.4,1,0.99,-16,26,1
Cc1c(C(=O)O)oc2c1C(O)CC(C)(C)C2 (configuration not stated),-9&-4,1&-11,-0.8&3.1,-1&1,1.2&1.1,-5&-3,6&18,2&0
Cc1cccn2cc(CNS(=O)(=O)c3ccc4ccccc4c3)nc12,-5,2,0.8,3,1.3,-3,3,2
O=C(O)C1Cc2ccccc2CN1C(=O)c1ccccc1 (configuration not stated),-2,-6,-0.7,-14,0.89,-1,12,0
C[C@H](CO)N1C[C@H](C)[C@H](CN(C)Cc2cncnc2)Oc2cc(Br)ccc2S1(=O)=O,nt,nt,-3.1,nt,nt,0,8,2
Cc1cccc(-n2c(O)c(C=Nc3ccc(O)cc3)c3ccccc3c2=O)n1,-26,-8,-2.1,-1,0.85,18,-13,-27
